AT treatment: candidate therapy for ataxia-telangiectasia; […] A-T fibroblasts, KAP-1 phosphorylation AlphaLISA; neocarzinostatin DNA damage 30 min before lysis; Potency, µM (highest dose often 57.5 µM), for the others: at the highest dose activation, most hits filed as activators; 320,000 tested, 0.19% active; note: potency is the fitted concentration of half-maximal effect; % of control where 0% means no effect; nearly all actives have a fitted effect of over 45% in size
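hTERT-immortalized A-T patient fibroblasts ([…]), 500 cells/well in OPTI-MEM, 1% FBS, got compounds for 60 min, then NCS for 30 min at 37C. Lysates were then assayed for phospho-KAP-1 by AlphaLISA (anti-pKAP1 donor, anti-KAP1 acceptor beads), 6 hr at 25C.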
MLL CXXC-DNA inh: inhibitors of human MLL CXXC domain-DNA interaction; Q03164; MLL-CXXC / FITC-HOXA9 DNA fluorescence polarization; Potency, µM (series often up to 115 µM), for inactives: at the highest dose activity change, negative = inhibition, actives largely listed as inhibitors; 290,000 tested, 0.037% active; AID 2662; active = well fitted inhibition curve with a large enough effect in the polarisation, with a control signal flat, not every such curve was filed as active; inconclusive = small, poorly fitted or top-dose-only effect, or effect the other way, or a change in a side signal; inactive = no such curve, though single readings can be large or run the other way; the % refers to the polarisation; note: potency is the fitted concentration of half-maximal effect
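Fluorescence polarization: 7 uM MLL-CXXC (stock) preincubated 5 min with compounds, then 50 nM fluorescein-HOX-A9 DNA (stock) added; 30 min ambient. Buffer 50 mM Tris-HCl pH 7.5, 50 mM NaCl, 1 mM DTT, 0.05% BSA.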
Menin-MLL TR inh: inhibitors of human menin-MLL interaction, mutant MLL peptide | Menin + Texas Red MLL mutant peptide, fluorescence polarization | Potency, µM (highest dose often 61.6 µM), without a hit: at the top dose FP activity change, negative = inhibition, hits mostly inhibitors | 270,000 tested, 0.23% active; active = well fitted inhibition curve with a large enough effect in the polarisation, with a control signal flat, not every such curve was filed as active; inconclusive = small, poorly fitted or top-dose-only effect, or effect the other way, or a change in a side signal; inactive = no such curve, though single readings can be large or run the other way; the % refers to the polarisation; note: potency is the fitted concentration of half-maximal effect; % of control where 0% means no effect; many of its hits are not listed in these tables
a7 integrin act: activators of alpha7 integrin expression for muscular dystrophy; alpha7betagal myoblasts, beta-gal FDG fluorescence, 48 h; Potency, µM (series often up to 38.3 µM), inactives show top-dose activation, most hits filed as activators; 350,000 tested, 0.064% active;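 note: potency is the fitted concentration of half-maximal effect; 100% = response of the positive control SU9516; nearly all actives have a fitted effect of over 60% in size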
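Alpha7betagal+/- myoblasts (passage 13) were plated 16-24 hr, then exposed to compounds (1:260 dilution of DMSO stock) for 48 hours at 37C. After MPER lysis, β-galactosidase reporter activity was read as FDG fluorescence (ex 480/em 540) after 30 minutes.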
TSHR antagonist: blocks TSH signaling through the human TSH receptor; TSHR-expressing cells, TSH-stimulated cAMP HTRF, 2 h; stronger effect = lower value; AID 504810; activity change, negative = inhibition, % at 11.5 µM; 330,000 tested, 0.2% active;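 active = activity change below a set negative limit, meaning inhibition stronger than a set level, cut at about -70% in these data; inconclusive = activity change between two set negative limits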; note: % is set by controls: 0 for no effect and ±100 for the full control effect
Target sequence (P16473 whole entry, looked up): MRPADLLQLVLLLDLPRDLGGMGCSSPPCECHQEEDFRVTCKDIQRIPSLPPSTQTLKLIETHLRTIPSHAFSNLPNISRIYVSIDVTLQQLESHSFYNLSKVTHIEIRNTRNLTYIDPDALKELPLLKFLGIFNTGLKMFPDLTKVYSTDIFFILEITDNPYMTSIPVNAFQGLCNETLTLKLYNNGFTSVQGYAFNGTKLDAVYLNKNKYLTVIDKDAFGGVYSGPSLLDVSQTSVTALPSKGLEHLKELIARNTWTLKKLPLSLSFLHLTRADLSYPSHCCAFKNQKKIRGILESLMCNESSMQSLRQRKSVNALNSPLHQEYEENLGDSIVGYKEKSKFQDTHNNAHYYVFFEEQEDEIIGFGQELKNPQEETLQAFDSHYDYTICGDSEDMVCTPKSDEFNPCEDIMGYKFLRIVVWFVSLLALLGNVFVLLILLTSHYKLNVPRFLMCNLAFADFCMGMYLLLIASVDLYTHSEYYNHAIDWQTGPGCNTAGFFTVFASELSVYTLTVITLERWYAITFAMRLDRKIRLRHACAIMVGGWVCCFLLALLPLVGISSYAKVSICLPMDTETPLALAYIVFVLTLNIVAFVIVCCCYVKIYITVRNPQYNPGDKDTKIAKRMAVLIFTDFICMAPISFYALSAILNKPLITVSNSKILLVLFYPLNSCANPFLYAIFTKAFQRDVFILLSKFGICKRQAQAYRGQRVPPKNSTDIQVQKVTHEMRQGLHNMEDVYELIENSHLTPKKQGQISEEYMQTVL
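TSHR-expressing cells, 200/well, pre-treated with compound, then stimulated with EC80 TSH (4nM final) for 2 hours at 37 deg C. cAMP measured by competitive HTRF: anti-cAMP cryptate antibody in lysis buffer plus cAMP-d2, read after 30 minutes at room temperature.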
S-ASM inh: inhibitors of human secretory acid sphingomyelinase | placental ASM, HMU-PC fluorogenic substrate, 60 min | Potency, µM (series often up to 57.5 µM), without a hit: top-dose activity change, negative = inhibition, hits mostly inhibitors | 340,000 tested, 0.006% active; note: potency is the fitted concentration of half-maximal effect
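qHTS format. ASM enzyme prepared from human placenta hydrolyses the fluorogenic substrate HMU-PC0 (9 uM final) over 60 min at 37 °C after a 10 min compound preincubation.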
Mito fusion yeast: blocks mitochondrial division or promotes mitochondrial fusion; S. cerevisiae fusion-defective mutant growth rescue, CellTiterGlo 48 h; Potency, µM (top dose mostly 46.1 µM), for inactives: top-dose growth rescue (activation), hits mostly activators; 320,000 tested, 0.23% active;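 note: potency is the fitted concentration of half-maximal effect; % of control where 0% means no effect; nearly all actives have a fitted effect of over 45% in size; temperature-sensitive fusion mutants such as fzo1-1 at 37 °C on non-fermentable ethanol glycerol medium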
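Compounds are tested for their ability to restore growth of mitochondrial fusion-defective yeast strains at non-permissive 37C in YPEG medium over 48 hours. Viability is quantified by luciferase luminescence.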
MBNL1 CUG block: MBNL1-poly(CUG) RNA binding inhibition; Potency, µM (titrated, usually from 57.5 µM), for inactives: top-dose activity change, negative = inhibition, actives largely listed as inhibitors; 280,000 tested, 0.036% active; TR-FRET MBNL1-His/biotin-(CUG)12 binding, 665/545 ratio; active = well fitted inhibition curve with a large enough effect in the signal ratio, with a control signal flat, not every such curve was filed as active; inconclusive = small, poorly fitted or top-dose-only effect, or effect the other way, or a change in a side signal; inactive = no such curve, though single readings can be large or run the other way; the % refers to the signal ratio; note: potency is the fitted concentration of half-maximal effect; % is set by controls: 0 for no effect and ±100 for the full control effect
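Compound titration spanned 92 nM–58 uM against the MBNL1-His/biotin-(CUG)12 complex. After 60 min at room temperature with 5 nM streptavidin-XL665 and 0.055 ng/ul terbium anti-His, ratiometric 665/545 nm emission (Ex 340 nm) normalized to controls.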
TCR activator: activators of T cell receptors. Potency, µM (titrated, usually from 9.22 µM), inactives show at the top dose activation of IL-2 secretion, hits mostly activators. 330,000 tested, under 10 active. primary human leukocytes, anti-CD3, IL-2 HTRF, 48 h. AID 504894; note: % of control where 0% means no effect
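Primary human leukocytes receive a-CD3 beads and test compound and are incubated 48 hr. Secreted IL-2 is then assayed by HTRF, measuring 665nm acceptor emission after 320nm excitation of the europium donor.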
TSG101-PTAP inh: blocks PTAP/TSG101 interaction to inhibit HIV-1 budding; Q99816; Fluorescence polarization, FITC-PTAP peptide / Tsg101 binding; Potency, µM (titrated, usually from 115 µM), for inactives: at the highest dose activity change, negative = inhibition, most hits filed as inhibitors; 340,000 tested, under 10 active; AID 493005; active = well fitted inhibition curve with a large enough effect in the main read-out, with a control signal flat, not every such curve was filed as active; inconclusive = small, poorly fitted or top-dose-only effect, or effect the other way, or a change in a side signal; inactive = no such curve, though single readings can be large or run the other way; note: potency is the fitted concentration of half-maximal effect; % of control where 0% means no effect
Target sequence (Q99816 whole entry, looked up): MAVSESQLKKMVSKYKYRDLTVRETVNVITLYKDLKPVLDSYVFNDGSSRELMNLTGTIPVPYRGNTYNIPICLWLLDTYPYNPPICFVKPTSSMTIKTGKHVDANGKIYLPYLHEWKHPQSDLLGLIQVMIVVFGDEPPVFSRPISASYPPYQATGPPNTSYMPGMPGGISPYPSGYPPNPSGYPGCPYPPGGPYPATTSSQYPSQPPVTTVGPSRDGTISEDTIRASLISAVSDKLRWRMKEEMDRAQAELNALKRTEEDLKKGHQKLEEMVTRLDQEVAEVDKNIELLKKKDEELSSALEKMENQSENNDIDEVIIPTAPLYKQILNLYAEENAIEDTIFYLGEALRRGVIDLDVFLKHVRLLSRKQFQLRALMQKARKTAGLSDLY
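Steps: Tsg101 binding domain dispensed (10 uM final), compounds pinned in DMSO, FITC-labeled PTAP-motif peptide added (50 nM final); after 20 min binding at room temperature, polarization measured.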
* = called active by the depositor; ? = inconclusive; · = not tested or not shown; [ ] = dose if it differs, or a comment. Unless noted, calls come from the whole dose curve; as a rule, active = well fitted curve in the direction sought with a large enough effect; inconclusive = small, poorly fitted or top-dose-only effect, or another doubt; inactive = no such curve, though single readings can be large; an effect the other way counts as inactive or inconclusive. This is a subset; the hit share may differ from the screen's.

item	structure	AT treatment	a7 integrin act	Mito fusion yeast	Menin-MLL TR inh	MBNL1 CUG block	MLL CXXC-DNA inh	TSG101-PTAP inh	TSHR antagonist	S-ASM inh	TCR activator
1	Cc1cc(C)n2c(SCC#N)nnc2n1	-2%	-24%	0%	2%	-7%	-1%	-10%	12	6%	-3%
2	Cc1ccc(S(=O)(=O)N2CCN(C(=O)CN3C(=O)c4ccccc4C3=O)CC2)c(C)c1	6%	2%	-4%	·	·	·	2%	-2	-1%	·
3	CCCCN(CC)CCNC(=O)c1cn(C)c(=O)c2c1c1ccccc1n2C	20%	-34%[inhibitor]	9%	-22%	?	3%	1%	2	4%	1%
4	COc1ccc(NC(=O)c2cc(C)nc3ccccc23)cc1S(=O)(=O)Nc1ccccc1Cl	5%	-13%	-5%	5%	-8%	0%	7%	-35	-7%	-6%[46.1 µM]
5	CCc1ccc(OCCCC(=O)NCc2ccccc2)cc1	1%	8%	5%	-11%	-6%	-7%	0%	9	0%	-1%[46.1 µM]
6	COc1ccc(CC2(CO)CCN(Cc3c(C)nn(C(C)C)c3C)CC2)cc1	3%	-7%	4%	-12%	-16%	4%	0%	9	1%	4%
7	Cc1ccc2c(n1)sc1c(N)ncnc12	-9%	33%	0%	-13%	-7%	-13%	-5%	18	6%	2%
8	Cc1cc(Cl)nc2c(C(C)C)cccc12	2%	-4%	3%	9%	-4%	-9%	-5%	-8	0%	-3%
9	C#CCNC(=O)C1=C[C@H](c2ccc3c(c2)OCO3)C[C@H](OCc2ccc(CO)cc2)O1	-2%	9%	-2%	-6%	16%	?	·	-7	5%	2%
10	O=C(CSc1cccc[n+]1[O-])Nc1c(Br)cc([N+](=O)[O-])cc1Br	5%	15%	8%	1%	?	-6%	-9%	11	1%	4%
11	CCCn1c(SCC(=O)NCC(=O)Nc2ccc(F)c(F)c2F)nc2ccccc2c1=O	-1%	-30%	3%	·	·	·	-5%	-9	1%	0%
12	CCS(=O)(=O)NCc1cn2ccsc2n1	-1%	19%	-1%	7%	4%	-2%	0%	1	2%	-3%
13	Cc1cc(NC(=O)CCCN2C(=O)/C(=C\c3cccs3)SC2=S)no1	-3%	3%	-1%	?	2%	2%	-1%	10	-2%	5%[46.1 µM]
14	COc1ccc(Cl)cc1NC(=O)c1nnn(CC(=O)Nc2ccc(C)c(C)c2)c1N	4%	-3%	3%	-22%	6%	-2%	-8%	19	-3%	5%
15	O=C(Nc1ccc(Oc2ccc3ccccc3c2)cc1)c1ccco1	8%	-2%	20%	?	2%	11%	-1%	-10	0%	-9%
16	CCOC(=O)N/N=C\c1ccc(-c2cc(Cl)ccc2Cl)o1	-1%	?	-2%	17%	?	2%	-4%	-5	-4%	0%
17	Cc1ccc(NC(=O)NCCCCc2ccccc2)cc1	-1%	-23%	-3%	-2%	-4%	8%	-7%	-7	-1%	1%
18	CN(C)c1ccc(C=NN2CCCCCC2)cc1	·	-12%	·	·	·	·	-3%	·	2%	3%
19	COC(=O)CN(C#N)c1nc(SC)nc(N(C)C)n1	·	-10%	0%	-4%	-11%	10%	·	22	1%	·
20	CS(=O)(=O)N1CCC(C(=O)Nc2cc(Cl)ccc2Cl)CC1	0%	?	1%	-2%	-12%	1%	-8%	-2	-2%	-1%
21	Cc1cc(N2C(=O)C(=O)/C(=C(/O)c3ccccc3)C2c2cccc(Br)c2)no1 (stereo not drawn)	·	-3%	·	·	·	·	-8%	·	2%	-2%
22	O=[N+]([O-])c1ccc2c(c1)nc1n2CCSC1	9%	?	2%	·	?	1%	-1%	-2	6%	4%
23	COc1ccc(C(=O)Nc2ccc(Br)cn2)cc1S(=O)(=O)N1CCOCC1	9%	-28%	1%	·	·	·	-7%	-10	-2%	7%
24	O=C(Cn1nnc(-c2cccc(C(F)(F)F)c2)n1)NNS(=O)(=O)c1cccc(C(F)(F)F)c1	-6%	-22%	-1%	·	-3%	3%	0%	-8	-7%	-8%
25	COc1ccc2nc(SCC(=O)Nc3ccc4sc(C)nc4c3)c(C#N)cc2c1	9%	0%	3%	-25%	77%[activator]	36%[activator]	0%	-4	31%[activator]	-3%
26	O=C(Cc1ccccc1F)Nc1nc(-c2ccc(F)cc2)cs1	-1%	-12%	14%	?	-4%	-2%	-4%	-28	-9%	2%
27	Cc1ccc(CC2C(=O)N(c3cc(C)ccc3C)C(=O)C2C)cc1 (stereo not drawn)	-7%	-2%	7%	-4%	-4%	2%	-3%	-13	0%	12%
28	Cc1cc(C)n2cc(CSc3nncn3C)nc2n1	4%	10%	2%	1%	-2%	-3%	1%	2	10%	2%
29	Cc1cc(C)c(S(=O)(=O)c2cccc(Br)c2C)c(=O)[nH]1	2%	?	2%	-1%	-3%	-15%	-1%	6	1%	0%
30	Nc1ncnc2c1ncn2C1CCCC(CO)O1 (stereo not drawn)	·	-4%	·	·	·	·	0%	·	-1%	-4%
31	OCCCNCc1cccc2ccccc12	1%	-8%	-2%	-7%	-1%	-5%	-3%	10	-1%	9%
32	COc1ccccc1CNC(=O)CCCC(=O)n1nc(C)c2ccccc21	-4%	-2%	-2%	-17%	-6%	12%	-1%	4	3%	-5%
33	O=S(=O)(c1ccccc1)N1N=C(c2ccccc2)CC1c1ccccc1 (stereo not drawn)	-1%	-29%	9%	6%	5%	10%	-8%	5	-2%	-6%
34	CC(C(=O)N1CCN(Cc2ccc3c(c2)OCO3)CC1)n1cc([N+](=O)[O-])cn1 (stereo not drawn)	-8%	-24%	-1%	0%	-2%	5%	-1%	4	5%	2%
35	Cc1cc(C)c(S(=O)(=O)N2CCCC2)c(C)c1	23%	28%	-1%	-10%	-6%	-7%	-2%	-8	-3%	2%
36	CCN1C(C)=C(C)S/C1=C1\SC(=S)N(NC(C)=O)C1=O	-4%	2%	-7%	2%	?	15%	-5%	-27	1%	4%
37	C=CCn1c(SCC(=O)Nc2ccc3c(c2)OCO3)nnc1-c1ccccc1OC	-6%	-14%	-3%	-11%	-9%	-8%	-2%	-3	3%	-2%
38	CC1=C(C(=O)N2CCCC(N3CCN(c4ccccc4F)CC3)C2)OCCO1 (stereo not drawn)	2%	20%	-1%	·	-4%	0%	-6%	1	1%	-3%
39	CCN1C(=O)Cc2cc(S(=O)(=O)N3CCOCC3)ccc21	1%	0%	1%	5%	0%	2%	-7%	1	1%	-1%
40	COc1cc2c(C(=O)N3CCOCC3)c(CSc3ccccc3)n(C)c2cc1Br	0%	18%	0%	?	-6%	-3%	-9%	-10	-18%	-3%
41	Cn1c(SCC(=O)NCc2ccccc2)nnc1-c1ccc(NC(=O)CCc2ccccc2)cc1	7%	16%	0%	·	-6%	37%[activator]	-2%	0	2%	9%
42	O=C(NCc1ccc(F)cc1)C1CCN(S(=O)(=O)N2CCCC2)CC1	-3%	-15%	1%	0%	-6%	-3%	1%	4	2%	11%
43	O=C(Nc1ccc(S(=O)(=O)NCc2ccco2)cc1)c1cccc(F)c1	6%	-12%	-2%	35%[activator]	1%	1%	-2%	17	0%	6%
44	O=C(c1cccnc1)C1CCCN(Cc2nc(Cc3ccccc3F)no2)C1 (stereo not drawn)	3%	33%	6%	-1%	-2%	?	1%	6	-1%	-2%
45	CC(=O)c1c(C)[nH]c(=S)c(C#N)c1-c1ccc(Cl)cc1	4%	30%	13%	·	·	-3%	0%	-11	-4%	1%
46	COc1ccc(NC(=O)CSCC(=O)Nc2cc(Cl)ccc2N2CCCC2)cc1	21%	-2%	3%	·	-3%	-8%	-2%	40	-7%	0%
47	N#CCCn1cc(C(=O)N2CCCCC2)c(-c2cccc([N+](=O)[O-])c2)n1	4%	-7%	1%	7%	?	6%	-3%	-4	1%	3%
48	CC(C)c1ccc(Oc2cccc(C(=O)/C(C#N)=C/N(C)C)c2)cc1	2%	29%	12%	0%	?	-15%	-2%	-8	17%	1%
49	COc1ccccc1C(=O)C1CCCN(C(=O)c2ccc3c(c2)OCCO3)C1 (stereo not drawn)	-2%	-1%	2%	3%	-12%	9%	1%	-2	0%	-7%
50	Cc1ccc(N(CC(=O)NCc2ccco2)C(=O)CNS(=O)(=O)c2ccccc2)c(C)c1	8%	-2%	1%	?	-11%	2%	-3%	5	-3%	-3%
51	Cc1ccc(S(=O)(=O)N2CCN(C(=O)CSc3nc4ccccc4c(=O)[nH]3)CC2)cc1	-5%	-5%	-4%	32%[activator]	-2%	12%	-7%	5	2%	·
52	O=C(COC(=O)c1ccc(Cl)nc1)NCCc1ccccc1	-1%	-8%	·	·	·	·	-2%	2	2%	-14%

Screens: PubChem, National Center for Advancing Translational Sciences (NCATS)
